Bioassay records from PubChem BioAssay.
PrPC surface inh: reduces human prion protein on the cell surface. P04156. cell surface PrPC, TR-FRET read-out. inhibition, % at 13.8 µM. 0.43% of 370,000 active. AID 720596; in the data active = inhibition above about 24%; note: 0% = median of the test wells and 100% = reference compound wells
TcdB GH inh: TcdB glycohydrolase inhibition; TcdB glycohydrolase enzymatic assay, plate reader; inhibition, % at 9.99 µM; 0.24% of 350,000 active; AID 652162; in the data active = inhibition above about 10%
3CLpro inhibitor: SARS-CoV 3CLpro protease inhibition | P0C6X7 | recombinant SARS-CoV 3CLpro, quenched FRET peptide cleavage | inhibition, % at 6 µM | 0.14% of 290,000 active | AID 1706; in the data active = inhibition above about 12%
Y pestis TopoI: inhibitors of Yersinia pestis topoisomerase I. Y. pestis Topo-I cleavage product accumulation, plate reader. activity, % at 10 µM. 0.064% of 360,000 active; in the data active = activity above about 50%, passing the limit was not always enough; note: inactives centre near 2
Anthrax LF prot: blocks Bacillus anthracis lethal factor protease; P15917; multiplex microsphere protease cleavage assay, LF; inhibition, % at 10 µM; 0.12% of 360,000 active; note: plate controls were buffer without enzyme for full effect and enzyme alone for no effect
PriA SSB inh: K. pneumoniae PriA-SSBct interaction inhibition; AlphaScreen SSBct-PriA binding, biotinylated peptide; inhibition, % at 33 µM; 0.6% of 430,000 active; in the data active = inhibition mostly above about 37%, no sharp cut-off; inactive = mostly below about 20%;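 note: plate controls were negative control peptide for no effect and reference peptide for full effect; strong numbers were not always called active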
Vc quorum ag: inducers of Vibrio cholerae quorum light production without autoinducers; V. cholerae BH1578 lux reporter, luminescence, 6 h; activation, % at 18.7 µM; 0.16% of 350,000 active; in the data active = activation mostly above about 9.7%, no sharp cut-off; note: not every result past the cut was called active; inactives centre near 0; reference of the scale not given here
PfHsp40 rescue: compounds rescuing yeast from Plasmodium falciparum HSP40 toxicity; S. cerevisiae expressing PfHsp40, growth rescue, ATP luminescence; AID 504582; 0.68% of 340,000 active; growth rescue, % at 12.5 µM; in the data active = growth rescue above about 28%, passing the limit was not always enough;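 note: yeast W303a lacking pdr1 and pdr3 grown in galactose medium; growth measured after three days at 30 °C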
BoNT A protease: blocks Botulinum neurotoxin A light chain protease; inhibition, % at 10 µM; 0.17% of 360,000 active; AID 588499; multiplex microsphere protease substrate cleavage, flow cytometry; note: plate controls were buffer without enzyme for full effect and enzyme alone for no effect
Numbers without * were called inactive; i = inactive; . = no result given; & = joins results of further samples. Cut-off read from the data, not from the text of the source, unless noted: active = inhibition above about 30%; inconclusive = no clear call, values can overlap the other calls; inactive = below that.

Results follow in this order: PrPC surface inh, TcdB GH inh, 3CLpro inhibitor, Y pestis TopoI, Anthrax LF prot, PriA SSB inh, Vc quorum ag, PfHsp40 rescue, BoNT A protease
CC(C)c1ccc(CNc2ncc(Br)cn2)cc1
    3, 0.9, 1, -5, 5, -12, 0.6, -0.1, -1.5
O=C1CC(C(=O)O)NC(=S)N1 (stereo unspecified)
    -2, 1.7, ., 1, -7, -5, i, 1.4, -0.3
CC1(C)Cc2c(c(=S)nc(-c3ccccc3)n2CCCN2CCOCC2)CO1
    -2, ., 4, 4, -5, -12, i, -0.8, 0.1
O=c1[nH]c(CN2CCN(c3ccccc3Cl)CC2)nc2ccsc12
    -2, ., 4, 11, -4, -5, -0.4, 0.2, -0.4
Cc1ccc(NC(=O)c2ccncc2)cc1S(=O)(=O)N(C)C
    -2, 0.4, -4, 4, -1, -10, -0.2, 0.6, 0.9
CC1CCCC(NC(=O)CCC(=O)c2ccc(F)cc2)C1C (stereo unspecified)
    3, -0.5, 1, -2, 0, -5, i, 0.0, -0.6
CCc1ccc2oc(=O)cc(CN3CCOCC3)c2c1
    1, ., 4, 7, -3, -1, ., -0.2, -0.2
O=C(NC(c1ccc(-c2ccccc2)cc1)c1cnccn1)C1CCN(CCCOc2ccccc2)CC1 (stereo unspecified)
    -19, 0.5, ., 14, -3, ., -0.8, ., -0.3
COc1ccc(S(=O)(=O)N2CCN(C)CC2)cc1C
    -2, 1.4, -1, 1, 1, -2, -0.2, -1.1, 0.2
CCOC(=O)C(=O)N1CCC(C(=O)OC)CC1
    -1, 0.6, 4, -3, -1, -1, -0.6, 0.2, 0.3
CCN(CC)CC(=O)Nc1cc(N(C)C)nc2ccccc12
    -9, 3.9, -6, 0, -8, 10, i, 0.6, 1.8
Cc1c(NC(=O)/C(C#N)=C/c2ccc(-c3cccc(Cl)c3)o2)c(=O)n(-c2ccccc2)n1C
    -4, ., 4, 28, -2, 18, -0.1, 0.7, -0.8
COc1ccc(NC(=O)COC(=O)CCNS(=O)(=O)c2ccccc2)cc1OC
    0, 1.7, 1, 6, -3, 5, 0.5, -2.0, 1.1
C[C@H](CO)N1C[C@H](C)[C@@H](CN(C)Cc2ccc(Oc3ccccc3)cc2)Oc2c(NC(=O)C3CC3)cccc2C1=O
    14, 0.8&0.8, ., -5, -8, 9, i, 0.8, -0.6
O=c1[nH]c(CSc2nnc(-c3cccnc3)n2C2CCCCC2)nc2ccccc12
    1, ., -5, 16, -4, 1, i, -1.8, -0.1
COc1ccccc1NS(=O)(=O)/C=C/c1ccccc1
    6, 0.9, 3, -7, 0, -11, -0.3, 0.7, -0.9
Cc1c(C(=O)NCCN2CCOCC2)oc2ccc(Br)cc12
    1, 1.5, ., 16, 0, -19, i, 0.2, 6.8
O=[N+]([O-])c1cccc(O)c1
    -6, 0.8, ., -2, 2, -4, -0.3, -0.3, -0.1
CC(=O)NCCc1nc2cc(NC(=O)c3ccccc3C)ccc2n1C
    0, 0.2, -3, 5, 0, 4, i, -0.6, -2.3
CC(=O)Nc1ccc(S(=O)(=O)N2c3ccc(F)cc3CCC2C)cc1 (stereo unspecified)
    20, 0.9, ., -3, ., -15, -0.7, 0.4, .

In the list so far, these have a furan ring, fused or not.
Results follow in this order: PrPC surface inh, TcdB GH inh, 3CLpro inhibitor, Y pestis TopoI, Anthrax LF prot, PriA SSB inh, Vc quorum ag, PfHsp40 rescue, BoNT A protease
Cc1c(NC(=O)/C(C#N)=C/c2ccc(-c3cccc(Cl)c3)o2)c(=O)n(-c2ccccc2)n1C
    -4, ., 4, 28, -2, 18, -0.1, 0.7, -0.8
Cc1c(C(=O)NCCN2CCOCC2)oc2ccc(Br)cc12
    1, 1.5, ., 16, 0, -19, i, 0.2, 6.8

(next part)
Results follow in this order: PrPC surface inh, TcdB GH inh, 3CLpro inhibitor, Y pestis TopoI, Anthrax LF prot, PriA SSB inh, Vc quorum ag, PfHsp40 rescue, BoNT A protease
Cc1cccc(OCCCC(=O)Nc2nccs2)c1
    11, ., -3, -3, 6, 2, i, 0.5, -1.2
CCCCn1nnnc1C(C1CC1)N1CCN(C/C=C/c2ccccc2)CC1 (stereo unspecified)
    -6, 1.4, ., ., 20, ., ., ., 1.2
Cc1ccc(N2CC(C(=O)Nc3nnc(SCC(=O)N4CCOCC4)s3)CC2=O)cc1 (stereo unspecified)
    2, 2.0, 1, -2, -7, 0, 0.4, 1.7, 0.8
Nc1nc(Br)c2c(F)cccc2c1-c1ccccc1
    5, ., -8, 4, 1, -10, i, -0.3, -4.1
COc1cc(CN2CC(=O)N(c3ccc(C)cc3)C2=S)cc(OC)c1OC
    6, -1.2, 6, -1, 0, -5, -0.2, 0.6, -0.3
COc1ccc(CCN2CC(C(=O)NC3CCOCC3)CCC2=O)cc1 (stereo unspecified)
    -7, 1.6, -3, 6, 1, -4, -0.4, 1.6, 1.0
O=C(Nc1ccccc1[N+](=O)[O-])c1cncc(Br)c1
    -21, 0.3, 7, -4, -1, 12, -0.5, 2.4, 0.4
O=C(Cn1cnc2ccccc2c1=O)NCc1ccco1
    -5, ., -1, -9, 0, -4, i, -1.0, -1.2
CCc1cc(C(=O)Nc2cc(S(=O)(=O)N(C)C)ccc2C)sc1C
    12, 5.6, 3, 18, -4, -3, 0.9, 0.0, 0.6
COc1ccc(Nc2ncnc3ccccc23)c(OC)c1
    8, ., -2, 31, 0, -2, i, 0.4, -0.4
Cc1ccc(NC(=O)C2(C)CCCN2C)cc1C (stereo unspecified)
    4, -11, ., -8, -8, ., i, ., -0.5
Cc1ccc(CCN2CC(C(=O)NCc3ccc4c(c3)OCO4)CC2=O)cc1 (stereo unspecified)
    1, 1.1, 1, 1, 6, -3, i, 0.9, -0.5
N#CCCn1cc(C(=O)N2CCCCC2)c(-c2ccc([N+](=O)[O-])cc2)n1
    -8, 0.6, 0, 1, -2, -6, 0.3, -0.6, -1.2
CCCc1nc2c(=O)n(C)c(=O)nc-2n(C)n1
    17, -1.4, -2, 4, -2, -9, -0.3, 125*, 0.6
Cc1ccc(OCCCn2ccnc2)c([N+](=O)[O-])c1
    1, ., -9, 5, 0, -14, -0.3, -1.6, 0.7
Cc1ccc(C(=O)Nc2cccc(C(F)(F)F)c2)cc1NC(=O)c1c[nH]c2cc(C(F)(F)F)ccc2c1=O
    1, 0.9, ., 12, -5, -6, -0.7, 0.1, -0.5
Cc1ccc(NC(=O)COC(=O)COc2cccc3c2OC(C)(C)C3)cc1C
    -3, -0.5, 2, 23, 1, -9, -3.1, 1.5, -0.8
c1sc2[n+](c1C13CC4CC(CC(C4)C1)C3)CCS2
    -2, ., 3, -4, 1, -9, -0.2, 0.1, -1.8
c1ccc(CCc2nc3ccccc3[nH]2)cc1
    -6, 3.0, 3, -1, 0, -4, -0.3, -0.7, 0.1
COc1ccc(C2C3C=CCC(c4cccc(-c5ccc(C)cc5)c4)C3C(=O)N2Cc2ccccc2)cc1Cl (stereo unspecified)
    8, -0.9, ., 2, -8, -6, -0.4, -0.9, 0.0

One compound at a time, as listed above. Values in the order: PrPC surface inh | TcdB GH inh | 3CLpro inhibitor | Y pestis TopoI | Anthrax LF prot | PriA SSB inh | Vc quorum ag | PfHsp40 rescue | BoNT A protease
CCCCn1nnnc1C(C1CC1)N1CCN(C/C=C/c2ccccc2)CC1 (stereo unspecified) is listed with -6 | 1.4 | . | . | 20 | . | . | . | 1.2
c1sc2[n+](c1C13CC4CC(CC(C4)C1)C3)CCS2 is listed with -2 | . | 3 | -4 | 1 | -9 | -0.2 | 0.1 | -1.8
N#CCCn1cc(C(=O)N2CCCCC2)c(-c2ccc([N+](=O)[O-])cc2)n1 is listed with -8 | 0.6 | 0 | 1 | -2 | -6 | 0.3 | -0.6 | -1.2
Cc1ccc(N2CC(C(=O)Nc3nnc(SCC(=O)N4CCOCC4)s3)CC2=O)cc1 (stereo unspecified) is listed with 2 | 2.0 | 1 | -2 | -7 | 0 | 0.4 | 1.7 | 0.8
Nc1nc(Br)c2c(F)cccc2c1-c1ccccc1 is listed with 5 | . | -8 | 4 | 1 | -10 | i | -0.3 | -4.1

2 entries picked at random from those above, as already listed:
Results follow in this order: PrPC surface inh, TcdB GH inh, 3CLpro inhibitor, Y pestis TopoI, Anthrax LF prot, PriA SSB inh, Vc quorum ag, PfHsp40 rescue, BoNT A protease
Cc1ccc(CCN2CC(C(=O)NCc3ccc4c(c3)OCO4)CC2=O)cc1 (stereo unspecified)
    1, 1.1, 1, 1, 6, -3, i, 0.9, -0.5
COc1ccc(Nc2ncnc3ccccc23)c(OC)c1
    8, ., -2, 31, 0, -2, i, 0.4, -0.4

Other results follow:
Results follow in this order: PrPC surface inh, TcdB GH inh, 3CLpro inhibitor, Y pestis TopoI, Anthrax LF prot, PriA SSB inh, Vc quorum ag, PfHsp40 rescue, BoNT A protease
COc1ccc(-c2cn3ccccc3n2)cc1[N+](=O)[O-]
    -24, 0.9, -3, -8, 0, 8, -0.5, 0.5, 0.7
Cc1ccc(-n2[nH]c(C)c(C=Nc3ccc(S(=O)(=O)Nc4nc(C)cc(C)n4)cc3)c2=O)c(C)c1
    -1, 0.6, 0, -7, -1, -8, -0.2, 0.4, -0.2
N#CCCN(C(=O)COC(=O)C1CCN(S(=O)(=O)c2cccs2)CC1)c1ccccc1
    0, 0.8, 0, -6, -11, -25, -0.3, 0.0, 0.0
O=C(N/N=C/c1ccc(O)cc1)c1csc2ccccc12
    9, ., 6, -5, 2, ., 18*, -0.3, -0.2
NC(=NCCc1ccc(Cl)cc1)NS(=O)(=O)c1ccc(F)cc1
    6, ., -5, -6, 2, -4, -0.3, -0.9, -0.3
Cc1cc(=O)[nH]c(SCC(=O)Nc2ccc(Br)cc2)c1C#N
    6, ., 1, 11, 5, -2, i, -1.6, -1.6

These rows are one share of the data; the hit share may differ from the screen's.
